Assay outcomes from PubChem.
PrPC TRFRET = cell surface PrPC inhibition, primary TR-FRET screen. TR-FRET read-out. hit rate 0.43% among 370,000. P04156. inhibition, % at 13.8 µM. AID 720596; in the data active means inhibition above about 24%; further: 0% = median of the test wells and 100% = reference compound wells
GDH-TPI inh = GDH-TPI coupled enzyme inhibition counter-screen. GDH-TPI coupled enzyme counterscreen, NADH absorbance. inhibition, % at 4.8 µM. hit rate 1.2% among 360,000; in the data active means inhibition above about 30%;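 further: 0% = DMSO wells and 100% = wells lacking the enzyme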
Mtb BioA inh = inhibitors of Mycobacterium tuberculosis BioA enzyme; hit rate 0.096% among 360,000; purified M. tuberculosis BioA enzyme, plate reader; AID 602481; inhibition, % at 9.99 µM; in the data active means inhibition above about 40%; inconclusive means no clear call, values can overlap the other calls
Rv3671c inh = inhibitors of M. tuberculosis serine protease Rv3671c; hit rate 0.048% among 320,000; P9WHR9; inhibition, % at 5.96 µM; in the data active means inhibition above about 38%;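 further: extracellular domain of Rv3671c used as enzyme; 0% = enzyme with DMSO and 100% = no enzyme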
Target sequence (P9WHR9 whole entry, looked up, the tested form may be a part): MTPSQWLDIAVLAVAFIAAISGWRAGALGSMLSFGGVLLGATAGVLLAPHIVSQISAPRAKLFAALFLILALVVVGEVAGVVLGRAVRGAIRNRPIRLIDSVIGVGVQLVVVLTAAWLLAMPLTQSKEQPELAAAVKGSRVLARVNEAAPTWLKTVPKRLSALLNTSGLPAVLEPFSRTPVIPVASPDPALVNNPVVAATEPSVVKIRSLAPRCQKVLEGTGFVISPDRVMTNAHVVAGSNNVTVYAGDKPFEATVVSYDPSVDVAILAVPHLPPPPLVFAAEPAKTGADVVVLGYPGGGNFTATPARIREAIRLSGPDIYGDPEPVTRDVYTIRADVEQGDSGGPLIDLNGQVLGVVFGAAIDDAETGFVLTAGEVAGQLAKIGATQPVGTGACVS
FadD28 binding = inhibitors of Mycobacterium tuberculosis FadD28 bisubstrate binding | AID 588549 | FadD28 bisubstrate probe binding, fluorescence polarization | inhibition, % at 12.5 µM | hit rate 0.22% among 360,000; in the data active means inhibition above about 8.5%, passing the limit was not always enough; inconclusive means no clear call, values can overlap the other calls
Mtb UGM inh = Mtb UDP-galactopyranose mutase inhibition; inhibition, % at 10 µM; P9WIQ1; purified UGM, fluorescence polarization probe displacement; hit rate 0.06% among 320,000; AID 504406; in the data active means inhibition above about 10%, passing the limit was not always enough; inconclusive means no clear call, values can overlap the other calls
Target sequence (P9WIQ1 whole entry, looked up): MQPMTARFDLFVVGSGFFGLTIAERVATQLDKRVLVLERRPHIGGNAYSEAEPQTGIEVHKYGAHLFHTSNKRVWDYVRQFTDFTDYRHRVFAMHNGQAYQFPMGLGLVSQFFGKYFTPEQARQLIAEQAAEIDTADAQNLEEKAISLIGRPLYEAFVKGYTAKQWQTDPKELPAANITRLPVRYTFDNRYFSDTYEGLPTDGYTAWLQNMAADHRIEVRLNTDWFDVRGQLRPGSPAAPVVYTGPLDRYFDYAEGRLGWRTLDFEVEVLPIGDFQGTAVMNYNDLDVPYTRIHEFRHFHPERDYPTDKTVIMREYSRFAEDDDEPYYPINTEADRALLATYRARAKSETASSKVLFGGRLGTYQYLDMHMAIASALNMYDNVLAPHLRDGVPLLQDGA
FBA Mtb inh = Mtb fructose-bisphosphate aldolase inhibition | P9WQA3 | purified M. tuberculosis FBA, fluorescence read-out | inhibition, % at 1 µM | hit rate 2.3% among 360,000; in the data active means inhibition above about 27%;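 further: 0% = vehicle and 100% = reference inhibitor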
BoNT-F LC inh = inhibitors of Botulinum neurotoxin F light chain protease; hit rate 0.22% among 360,000; Multiplex microsphere protease cleavage assay, flow cytometry; AID 588497; inhibition, % at 10 µM; in the data active means inhibition above about 35%, passing the limit was not always enough; inconclusive means no clear call, values can overlap the other calls; further: plate controls were buffer without enzyme for full effect and enzyme alone for no effect
MazEF act = increases E. coli MazEF RNase cleavage of RNA; activation, % at 20 µM; hit rate 0.32% among 350,000; FAM/BHQ RNA-DNA oligo cleavage fluorescence, 5 h; in the data active means activation above about 50%
Target sequence (P0AE70 whole entry, looked up): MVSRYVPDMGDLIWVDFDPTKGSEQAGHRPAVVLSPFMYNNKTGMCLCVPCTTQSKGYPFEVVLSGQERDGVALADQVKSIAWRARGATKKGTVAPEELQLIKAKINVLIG
* hit, by the source's call; ? = inconclusive; · = not tested or not shown; & = joins results of further samples.

SMILES	PrPC TRFRET	GDH-TPI inh	Mtb BioA inh	Rv3671c inh	FadD28 binding	Mtb UGM inh	FBA Mtb inh	BoNT-F LC inh	MazEF act
Cc1cc(N2CCOCC2)nc2ccc(NC(=S)NC(C)C)cc12	-5.8	7.9	-0.2	-1.2	-0.9	6.2	36.6*	-10.4	8.1
C=CCNC(=O)c1ccc2c(c1)nnn2C	1.7	11.0	8.3	1.0	-0.1	0.9	-0.8	0.7	4.8
S=C(c1ccccc1)N1CCSCC1	2.4	9.9	-1.0	-4.1	-0.3	-0.9	4.2	17.6	3.2
Nc1ncnc2c1ncn2[C@@H]1O[C@H](CNC(=O)[C@@H](N)C2CCCCC2)[C@@H](O)[C@H]1O	-3.6	0.0	-2.9	·	-0.5	·	-1.1	2.6	1.7
CN(C(=O)c1cccc(NC(=O)Cc2cccc(NC(=O)C3CCN(C(=O)C4CC4)CC3)c2)c1)C1CCC1	-2.9	14.6	-2.5	·	-1.9	·	4.5	-4.1	-3.0
CCn1ncc([N+](=O)[O-])c1C(=O)N1CCCC1	-1.2	0.0	·	-0.3	0.8	-1.2	1.2	5.7	4.2
COC(=O)c1c(C)[nH]c(C(=O)OCC(=O)c2ccc(C)s2)c1C	-8.1	-10.8	3.8	-5.5	-4.3	-0.7	-1.7	-0.7	-2.4
COc1ccc(N(CC(=O)NCc2ccccc2Cl)S(=O)(=O)c2c(C)n[nH]c2C)cc1	-7.3	-4.3	1.3	2.9	-2.5	-0.3	4.2	8.5	7.3
Cn1cc(SCC(N)=O)c2ccccc21	-0.8	1.0	-4.6	-5.3	-1.6	-0.3	-0.1	-7.3	7.7
O=C(/C=C/c1ccc(Cl)cc1)NC(=S)Nc1ccccc1C(=O)O	-3.2	38.0*	·	-4.4	-4.8	0.6	6.1	-2.7	-4.7
O=C(N/N=C/c1ccc(Cl)cc1Cl)c1ccc2nc[nH]c2c1	-6.4	16.5	-0.3	-33.5	-9.4	-0.9	4.4	3.5	-28.6
CC1=C(C(=O)OC2CCCC2)C(c2coc3ccccc3c2=O)C2=C(CC(C)(C)CC2=O)N1 (stereo not given)	-5.0	14.3	2.7	2.0	-2.1	-5.5	4.0	-8.0	2.6
S=C(NCCc1ccccn1)Nc1cc(Cl)cc(Cl)c1	6.4	-7.2	·	1.2	-7.6	-1.1	2.0	13.3	8.2
Cc1cc(C)cc(NC(=O)c2ccc3nc[nH]c3c2)c1	4.8	3.1	·	-4.4	-3.3	2.8	4.5	2.4	1.2
CC(C)(CO)NCC(=O)Nc1cc(C(F)(F)F)cc(NC(=O)CNC(C)(C)CO)c1Cl	3.6	4.0	·	-9.6	1.2	-2.0	-0.5	-6.5	-1.9
Nc1ncn(C(=O)c2ccco2)n1	7.8	-4.6	0.4	4.1	-3.0	-0.4	-2.0	-2.3	5.6
CC1CCCCN1C(=O)CSc1nc2ncccc2[nH]1 (stereo not given)	3.8	5.9	0.2	0.7	-3.3	3.9	-0.5	5.0	3.7
Cc1cc(C)c(NC(=O)C2CCC(=O)N2)c(C)c1 (stereo not given)	-0.3	-1.2	-0.2	1.5	0.6	0.0	1.5	-3.3	1.8
CCOC(=O)C1(CCCc2ccccc2)CCN(C(=O)CSC)CC1	6.1	-12.8	1.4	-4.3	-4.3	0.7	-5.2	-6.8	1.3
Cc1cccc(NC(=O)[C@@H](CC(C)C)NC(=O)[C@@H]2Cc3ccccc3CN2)c1	9.1	5.6	-0.3	-1.6	0.7	0.9	-1.0	0.4	7.8
CC(c1ccccc1)n1c(CO)nc2ccccc21 (stereo not given)	-6.1	2.6	-0.9	-7.5	-3.0	-0.3	0.4	24.5	4.6
COc1ccc(OC)c(C(C(=O)NCc2ccco2)N(C(=O)Cn2nnc3ccccc32)C(C)C)c1 (stereo not given)	-0.4	-7.8	17.9	-1.1	2.3	-2.2	1.2	-13.9	-2.7
Cn1cc(C(=O)OCC(=O)Nc2ccccc2Cl)c2ccccc21	-8.0	-4.2	-0.6	·	-2.3	·	-1.9	·	1.1
NS(=O)(=O)c1cccc(NC(=O)CCSc2ccc(Cl)cc2)c1	-3.8	-4.5	2.0	0.8	-2.8	-0.3	-0.4	-5.2	7.7
OC1(c2ccc(Cl)cc2)CCN(Cc2c[nH]c3ccccc23)CC1	-3.4	-14.0	1.9	-6.2	-5.0	0.2	0.7	-7.1	20.7

Going on with the list:
SMILES	PrPC TRFRET	GDH-TPI inh	Mtb BioA inh	Rv3671c inh	FadD28 binding	Mtb UGM inh	FBA Mtb inh	BoNT-F LC inh	MazEF act
CCn1c(=O)c2sccc2n(CC(=O)NC2CCCCC2)c1=O	-2.7	-11.9	-2.7	-5.7	-3.5	-2.9	-7.3	16.1	2.9
O=C(O)c1cc(-c2ccc(Br)s2)nc2ccccc12	33.5*	17.6	2.3	·	-10.2	3.7	22.8	0.6	-11.4
CC(C)N(Cc1cnn(C)c1)C(=O)C1CCC(=O)N(CCc2cccc(F)c2)C1 (stereo not given)	1.7	-7.4	-1.0	·	-1.9	2.1	7.3	3.6	7.7
COc1ccc(C(=O)NC2CC(C)(C)Cc3c2cnn3-c2ccccc2C)o1 (stereo not given)	-0.2	0.7	-0.6	3.2	-2.4	1.8	-1.3	?	-0.2
O=C(NC1CCCC1)C1CCN(S(=O)(=O)c2cccc3cccnc23)CC1	5.1	6.8	-2.0	-5.2	-2.5	0.6	2.2	-4.1	-3.8
CC(C)(C)Nc1c2ccccc2nc2ccccc12	-9.3	-5.3	1.4	-16.1	-5.7	0.3	42.2*	-7.2	-4.6
CCOC(=O)N1CCN(S(=O)(=O)c2ccc(-n3cnnn3)cc2)CC1	-0.8	-7.4	8.3	-5.0	-0.3	1.8	-1.5	-1.4	6.4
O=C(O)CCCC(=O)Nc1ccc(Cl)cc1	-2.5	3.0	-0.4	-8.9	-0.8	-2.3	6.0	-0.1	-4.2
C#CCOCCOCCOCCNc1nc(N2CCN(C(=O)[C@H]([C@@H](C)CC)n3cc(CCCCN)nn3)CC2)nc(N2CCN(C(=O)[C@H](CCCCN)n3cc(CCCC)nn3)CC2)n1	1.2	1.7	-0.7	-5.0	-3.6	-0.9	-2.2	-16.2	8.8
COc1ccc(-c2[nH]ncc2CN2CCCO2)c(F)c1	-1.8	6.3	0.2	-10.0	0.6	-4.3	-1.2	-4.6	0.8
O=C(NCC(c1ccco1)N1CCN(c2ccccc2)CC1)c1cccs1 (stereo not given)	-4.2	12.9	5.5	1.7	-0.6	-0.2	2.7	-8.2	-0.7
Clc1ccccc1-c1nc2nc3ccccc3nc2n1-c1ccc2c(c1)OCO2	-8.1	20.4	6.8	-3.8	-9.9	·	-0.2	2.1	-2.7
Cc1ccc(OC(C)C(=O)N2CC(=O)Nc3ccccc32)cc1 (stereo not given)	7.8	-3.0	·	-2.5	1.6	1.3	4.3	-2.5	3.5
Cc1cc(C(C#N)c2ccccc2)n2ncnc2n1 (stereo not given)	4.7	15.2	-0.7	6.0	0.9	1.3	0.1	-1.1	-7.7
CN(C)N=Nc1ccc(S(=O)(=O)/N=C(\O)c2ccccc2)cc1	4.1	39.2*	-2.5	4.3	-0.3	-1.5	1.5	?	-1.3
Cc1cc(N2C3CCC2CC(O)(c2ccc(F)cc2)C3)nc(-c2ccccc2)n1 (stereo not given)	2.4	5.7	-0.3	-7.4	-6.5	2.8	0.2	-11.6	-6.2
COc1ccc([C@H]2/C=C\CN(S(=O)(=O)c3cccc4cccnc34)[C@@H](C)C(=O)N2Cc2ccc(F)cc2)cc1	-6.5	0.9	0.1	-12.7	-2.8	-1.3	0.2	-4.3	-1.6
N=c1sccn1CC(=O)NC(=O)NC1CCCC1	6.0	8.1	-0.5	12.1	-0.3	0.8	0.1	-5.0	-1.0
COc1ccc(NC(=O)CSc2nnc3n2CCCCC3)cc1	1.5	-3.1	·	9.7	1.3	-4.6	2.4	-2.3	-5.9
COc1ccc(NC(=O)c2ccccc2NS(C)(=O)=O)cc1OC	-1.9	9.4	-0.9	-8.4	?	3.3	-2.0	-0.1	1.9
CCc1ccc(NC(=O)COc2ccc(Br)cn2)cc1	3.5	1.6	-0.3	-3.3	-1.5	-1.2	2.9	-5.4	-0.1
Cc1ccc(S(=O)(=O)c2nc(S(C)(=O)=O)sc2NCC2CCCO2)cc1 (stereo not given)	1.0	16.0	·	-8.8	-0.3	2.3	-5.0	-2.9	0.6
CC1CCCN(C(=O)c2ccc(NC(=O)CC3SC(N4CCCC4)=NC3=O)cc2)C1 (stereo not given)	1.0	6.3	-1.8	2.9	-0.2	1.9	3.7	-0.6	5.3
Nc1ccc(C(=O)NCc2ccccc2)cc1	4.0	4.0	·	-1.3	1.0	1.5	-2.3	-26.0	-2.0
COc1ccc(S(=O)(=O)N2CCCOC2CNC(=O)C(=O)NCc2ccccc2C)cc1 (stereo not given)	-8.8	-6.4	-0.4	·	-3.2	·	-3.1	-1.5	1.3

Record cards, as listed above.
Record of N=c1sccn1CC(=O)NC(=O)NC1CCCC1 → PrPC TRFRET: 6.0; GDH-TPI inh: 8.1; Mtb BioA inh: -0.5; Rv3671c inh: 12.1; FadD28 binding: -0.3; Mtb UGM inh: 0.8; FBA Mtb inh: 0.1; BoNT-F LC inh: -5.0; MazEF act: -1.0
Record of Cc1ccc(S(=O)(=O)c2nc(S(C)(=O)=O)sc2NCC2CCCO2)cc1 (stereo not given) → PrPC TRFRET: 1.0; GDH-TPI inh: 16.0; Mtb BioA inh: ·; Rv3671c inh: -8.8; FadD28 binding: -0.3; Mtb UGM inh: 2.3; FBA Mtb inh: -5.0; BoNT-F LC inh: -2.9; MazEF act: 0.6

2 of the compounds above, comma-delimited.
mol,PrPC TRFRET,GDH-TPI inh,Mtb BioA inh,Rv3671c inh,FadD28 binding,Mtb UGM inh,FBA Mtb inh,BoNT-F LC inh,MazEF act
COc1ccc(-c2[nH]ncc2CN2CCCO2)c(F)c1,-1.8,6.3,0.2,-10.0,0.6,-4.3,-1.2,-4.6,0.8
O=C(NCC(c1ccco1)N1CCN(c2ccccc2)CC1)c1cccs1 (stereo not given),-4.2,12.9,5.5,1.7,-0.6,-0.2,2.7,-8.2,-0.7

More results.
SMILES	PrPC TRFRET	GDH-TPI inh	Mtb BioA inh	Rv3671c inh	FadD28 binding	Mtb UGM inh	FBA Mtb inh	BoNT-F LC inh	MazEF act
O=C(CSc1ccc(-c2ccccn2)nn1)N1CCCc2ccccc21	-2.3	6.8	-0.9	7.5	-0.6	-2.9	1.3	-4.1	-0.1
O=C(COc1coc(CN2CCN(c3ccccc3)CC2)cc1=O)Nc1ccccc1	2.3	3.6	-0.6	0.2	0.2	-2.9	-0.5	?	6.6
Cc1ccccc1OCc1nnc(SCC(=O)NCc2ccco2)n1C	6.3	-3.2	7.9	9.2	-2.5	1.1	-4.3	-1.3	4.3
CSc1ccccc1NC(=O)c1cc(C)on1	3.2	4.7	-1.2	-7.5	0.6	-4.0	0.5	6.0	-5.5
Cc1ccccc1C(=O)NC(C)c1ccc2c(c1)CCCC2 (stereo not given)	5.2	5.8	-1.1	0.1	-0.9	0.4	-1.7	-9.3	3.5
O=C(OCc1cn([C@@H]2CN(C(=O)C3CCCCC3)[C@@H](c3ccccc3)C[C@H]2O)nn1)c1ccccc1	-0.4	3.8	1.6	·	-2.1	·	0.5	-5.3	3.4
COCCOC(=O)C1=C(C)NC(C)=C(C(=O)OC(C)C)C1c1cccc([N+](=O)[O-])c1 (stereo not given)	18.4&8.7	22.3	4.6	-3.3	-2.5	1.6	3.0	0.7	0.4
CCCC(=O)N1CCCC(c2cc(C(=O)Nc3ccccc3)no2)C1 (stereo not given)	2.5	-4.6	-0.2	·	-2.0	·	-2.2	-3.3	·
CC1C(=O)CC(c2ccccc2)N(C)C1c1ccccc1 (stereo not given)	-5.4	16.6	1.3	-2.8	-1.5	1.9	3.9	2.3	2.3
CC(C)(C)N(Cc1ccccc1)C(=O)c1ccc(Br)o1	3.5	-6.9	0.2	-9.9	-6.1	2.0	0.1	-2.3	1.4
Fc1ccc(N/N=C2/CC(c3ccccc3)Oc3ccccc32)c(F)c1 (stereo not given)	0.1	3.7	-0.5	-5.6	-3.1	-2.5	-2.2	-8.7	8.3
Cc1cc(C)n2ncc(C(=O)NC3CCCCC3)c2n1	10.0	-2.5	-1.2	-8.6	-1.6	-0.1	12.5	-1.0	0.5
Cc1cc(NC(=O)CCC(=O)N(Cc2cccs2)C(C(=O)NC2CCCC2)c2cccnc2)no1 (stereo not given)	13.8	2.5	0.1	2.5	-1.0	0.5	-0.3	-10.9	-3.1
CN(c1ccccc1)S(=O)(=O)c1ccc(Cl)c(C(=O)Nc2nn[nH]n2)c1	-0.5	1.6	-1.8	0.5	-0.9	0.5	-0.5	2.2	5.8
